High-throughput results (PubChem BioAssay)
SMARCA2 act = increases SMARCA2 function in MMTV reporter cells | MG213 cells, MMTV-luciferase reporter, dexamethasone, overnight | activation, % at 9.1 µM | 1% of 370,000 active | AID 652017; in the data active = activation above about 7.8%;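 also: 0% = vehicle wells and 100% = reference activator wells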
DAX1 inh-1 = inhibitors of DAX1 repression of SF-1 activated StAR promoter | HEK293T StAR-luciferase reporter, SF-1/DAX-1 repression relief | inhibition, % at 6.8 µM | 1.1% of 370,000 active | AID 652010;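 active = inhibition above the mean over all tested compounds plus 3 SD, cut at about 3.6% in these data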;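 also: 0% = DAX-1 cells with DMSO and 100% = cells lacking DAX-1 with DMSO; higher inhibition means more luminescence from relief of DAX-1 repression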
ssDAF12 agonist = S. stercoralis DAF-12 activation, primary screen | HEK293 ssDAF-12/GRIP1 lit1-tk-luc reporter, luminescence; % of 3 µM dafachronic acid response | activation, % at 6.8 µM | 1% of 370,000 active | AID 652126;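 active = activation above the mean over all tested compounds plus 3 SD, cut at about 0.9% in these data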;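 also: 0% = DMSO-only wells and 100% = 3 µM delta7-dafachronic acid wells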
sPLA2-III inh = Blocks human group III sPLA2 activity; inhibition, % at 12.2 µM; QFRET BODIPY PC-A2 liposome hydrolysis, fluorescence; 0.56% of 370,000 active; Q9NZ20; AID 743126;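 active = inhibition above mean plus 3 SD of compounds lying within the high and low control bounds, cut at about 19% in these data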;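 also: 0% = median of test compound wells and 100% = no enzyme DMSO wells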
DAX1 inh-2 = NR0B1 (DAX1) inhibition; 0.99% of 340,000 active; AID 504766; inhibition, % at 6.75 µM; HEK293 Gal4-DAX1 luciferase reporter, luminescence;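 active = inhibition above the mean over all tested compounds plus 3 SD, cut at about 4.2% in these data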;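 also: 0% = DAX1-transfected cells with DMSO and 100% = empty-vector control cells with DMSO; inhibition shows as a rise in luminescence from relieved DAX1 repression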
hgDAF12 agonist = hgDAF-12 agonism, primary luciferase screen. HEK293 GAL4-hgDAF12 UAS-luciferase reporter, agonist luminescence; normalized to butyrate control. activation, % at 6.8 µM. 1.8% of 370,000 active. AID 687014;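 active = activation above a cutoff set at the mean of all screened compounds plus 3 SD, cut at about 10% in these data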;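 also: 0% = DMSO wells and 100% = sodium butyrate wells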
GAA850 FXN act = activators of GAA850 frataxin (FXN) promoter; HEK293 lucGAA850 FXN promoter luciferase reporter, 24 h; percent of 10 µM SAHA response; activation, % at 6 µM; 0.56% of 360,000 active; AID 540364;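 active = activation above the average of all compounds screened plus 3 SD, cutoff fixed separately per campaign, cut at about 7.5% in these data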;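 also: 0% = DMSO wells and 100% = 10 µM SAHA wells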
PG9 Ab binder = PG9 antibody binding by small molecule. TR-FRET gp120-PG9 antibody binding. inhibition, % at 6.7 µM. 0.43% of 360,000 active. AID 624416; in the data active = inhibition above about 8.5%
hcDAF-12 act = H. contortus DAF-12 activation, primary screen | HEK293 hcDAF-12 lit1-tk-luc reporter, luminescence; 0% DMSO, 100% Δ7-dafachronic acid | activation, % at 6.8 µM | 1.4% of 370,000 active;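 active = activation above the mean of all tested compounds plus 3 SD, cut at about 5.5% in these data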;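 also: 100% = response to 3 µM Δ7-dafachronic acid high control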
PLCb3 inh = PLC-beta3 (human) inhibition, primary screen; Q01970; Purified PLC-beta3, fluorogenic substrate, fluorescence; inhibition, % at 12.2 µM; 0.18% of 370,000 active; AID 720704; in the data active = inhibition above about 11%;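 also: 0% = median of compound wells on plate and 100% = full blocker control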
Target sequence (Q01970 whole entry, looked up): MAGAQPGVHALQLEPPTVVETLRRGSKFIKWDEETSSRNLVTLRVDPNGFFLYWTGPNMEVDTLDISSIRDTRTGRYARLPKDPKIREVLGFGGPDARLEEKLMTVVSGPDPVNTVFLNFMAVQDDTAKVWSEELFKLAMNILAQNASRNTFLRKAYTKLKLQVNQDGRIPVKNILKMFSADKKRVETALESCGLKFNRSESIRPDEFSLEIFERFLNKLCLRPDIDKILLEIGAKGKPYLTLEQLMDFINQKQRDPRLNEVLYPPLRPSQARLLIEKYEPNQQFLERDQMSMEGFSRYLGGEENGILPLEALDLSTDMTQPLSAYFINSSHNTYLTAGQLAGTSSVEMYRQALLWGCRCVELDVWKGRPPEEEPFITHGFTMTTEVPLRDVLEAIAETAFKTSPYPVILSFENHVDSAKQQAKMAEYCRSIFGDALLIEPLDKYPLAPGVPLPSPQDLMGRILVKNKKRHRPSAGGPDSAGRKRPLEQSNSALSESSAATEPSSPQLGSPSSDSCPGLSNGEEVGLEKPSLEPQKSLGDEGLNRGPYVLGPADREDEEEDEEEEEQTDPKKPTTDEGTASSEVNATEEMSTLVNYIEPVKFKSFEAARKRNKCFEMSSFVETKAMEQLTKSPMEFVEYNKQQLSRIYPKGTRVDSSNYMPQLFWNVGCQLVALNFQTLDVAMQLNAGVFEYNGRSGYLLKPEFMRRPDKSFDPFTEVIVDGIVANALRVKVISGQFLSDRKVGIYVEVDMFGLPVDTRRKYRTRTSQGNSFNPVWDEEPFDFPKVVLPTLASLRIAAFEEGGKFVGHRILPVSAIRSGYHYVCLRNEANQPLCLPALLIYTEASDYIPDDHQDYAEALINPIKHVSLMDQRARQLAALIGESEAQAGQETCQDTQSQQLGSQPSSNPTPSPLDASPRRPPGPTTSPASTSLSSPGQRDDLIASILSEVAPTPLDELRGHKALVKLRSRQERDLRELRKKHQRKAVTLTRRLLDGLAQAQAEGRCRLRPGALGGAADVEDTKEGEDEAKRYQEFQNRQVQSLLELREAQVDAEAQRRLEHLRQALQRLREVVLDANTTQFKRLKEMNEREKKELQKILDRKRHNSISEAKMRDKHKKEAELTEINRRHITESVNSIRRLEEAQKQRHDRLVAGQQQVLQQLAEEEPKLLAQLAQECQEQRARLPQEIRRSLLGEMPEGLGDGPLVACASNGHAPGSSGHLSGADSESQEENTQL
NR1D1 modulator = modulators of human Rev-erb alpha DNA binding. Rev-erbα–FITC-DNA binding, fluorescence polarization, 90 min. activity, % at 10 µM. 0.79% of 370,000 active. P20393;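 active = activity above about 14%, limit read from the data; passing the limit was not always enough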;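 also: 0% = DMSO wells with 35 nM protein and 100% = DMSO wells with 750 nM protein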
* = called active by the depositor; i = inactive; / = no result given; & = joins results of further samples.

Screens in order – sPLA2-III inh	NR1D1 modulator	hgDAF12 agonist	PG9 Ab binder	hcDAF-12 act	PLCb3 inh	SMARCA2 act	ssDAF12 agonist	DAX1 inh-1	GAA850 FXN act	DAX1 inh-2
CCN1CCN(Cc2ccc(NC(=O)c3ccc(C)c(NC(=O)C[C@@H]4NC(=O)[C@H](Cc5ccccc5)NC4=O)c3)cc2C(F)(F)F)CC1
    3&-1	7&4	0.5&1.5	-0.2&0.5	-0.2&-0.6	-6&1	-1&-1	-0.9&-1.0	0.5&0.4	-2.6&-1.8	0.4&1.1
O=C(NCc1ccccc1)C1CCCN1S(=O)(=O)c1ccc(F)cc1 (centres undefined)
    11	2	-1.3	1.4	1.7	1	-2	-1.2	0.4	1.1	-0.6
COC(=O)C1=C(C)NC(=O)NC1c1cc(Cl)ccc1OC (centres undefined)
    3	2	-0.8	0.0	-0.6	-3	0	-1.4	-0.6	0.5	-0.7
O=C(Nc1cccc(F)c1)Nc1c[nH]c(=O)[nH]c1=O
    -3	1	0.9	-0.5	-0.6	-4	-1	-1.0	0.1	-0.1	0.6
COc1ccc(CN2CCNC(=O)C2CC(=O)NCCSc2nccn2C)c(OC)c1 (centres undefined)
    4	1	2.3	0.2	-1.0	-5	3	-1.1	0.7	-1.9	-0.5
CN(C)CCN(Cc1cc2cc3c(cc2[nH]c1=O)OCCO3)C(=S)NCC1CCCO1 (centres undefined)
    6	0	-0.4	-0.2	-0.1	-53	-1	-1.6	0.8	-0.2	0.1
Cc1[nH]c(C)c(S(=O)(=O)Nc2cccc(Cl)c2C)c1C(=O)N1CCCCC1
    -3	9	3.6	-2.2	-0.6	-4	-1	-0.6	-0.5	-0.7	0.3
COC(=O)C1=C(C)NC(C)=C(C(=O)OC)C1c1ccc(N(C)C)cc1
    7	3	-1.9	0.1	0.3	-29	3	-0.3	-0.2	-2.6	0.2
Cc1ccc(C(=O)NNC(=O)CCN2C(=O)C3CCCCC3C2=O)cc1 (centres undefined)
    1	2	2.1	-1.2	-0.3	-1	-1	-1.3	0.3	0.5	1.6
O=C(O)c1ccc(CN(Cc2ccccc2)S(=O)(=O)c2ccc(Cl)cc2)cc1
    -14	-2	-1.2	-0.8	-1.5	-8	-2	-1.4	-0.1	0.9	0.8
CCCCN(CC)Cc1ccc(CNC(=S)Nc2c(C)cc(C)cc2C)o1
    18	1	2.1	-0.8	0.3	-11	-2	-0.1	0.4	0.4	2.9
O=c1c2[nH]c3ccccc3c2ncn1CCC1=CCCCC1
    -3	-6	0.9	-1.0	-0.3	0	-1	-0.8	0.5	2.0	0.6
Cc1ccc(S(=O)(=O)N(C)C(=O)NC(=O)NS(=O)(=O)c2ccccc2)cc1
    1	-2	-0.2	-1.6	-1.7	3	-2	-1.2	0.2	0.6	-0.5
CC(NC(=O)c1ccccc1)c1nnc(SCC(=O)NC2CCCC2)n1C (centres undefined)
    2	2	-0.8	-0.5	-0.2	-1	-1	-0.6	0.2	2.2	2.8
COC(=O)CSc1nnc(CSc2nc(C)cc(C)n2)n1Cc1ccco1
    3	0	1.9	-1.4	-0.3	1	-2	0.0	0.1	-2.8	-1.0
CCC(c1nnnn1Cc1ccco1)N(CCc1ccccc1)Cc1cc2ccc(OC)cc2[nH]c1=O (centres undefined)
    -6	13	-0.8	0.3	1.3	i	1	-0.1	0.5	1.0	0.2
COc1ccc(CCNc2nc3ccccc3n3nnnc23)cc1OC
    -8	30*	6.5	-0.3	7.7*	-3	18*	-0.2	-0.6	3.7	3.7
CCc1cc2cc3c(cc2nc1SCC(=O)Nc1nnc(C)s1)OCCO3
    1	60*	1.6	1.5	1.6	3	0	-1.1	0.1	-1.9	-0.3
O=C1Nc2ccccc2C(O)(C(=O)NCc2ccc3c(c2)OCO3)N1c1ccccc1 (centres undefined)
    3	1	3.8	0.1	-1.7	2	3	-1.2	-0.4	-0.1	0.5
CCCCN(CCCC)C(=O)C1(P(=O)(c2ccccc2)c2ccccc2)CCC1
    7	-2	0.8	0.5	-0.8	-2	-6	-1.7	0.2	0.0	-2.0
COc1cccc(/C=c2/s/c(=C(\C#N)C(=O)N3CCOCC3)n(-c3ccccc3)c2=O)c1
    0	1	1.0	-1.5	3.4	2	0	-0.8	0.4	0.7	0.2
COc1cc(C(=O)NCC(=O)N/N=C(C)\C=C\c2ccccc2)cc(OC)c1OC
    -3	12	3.8	-2.5	-1.7	-1	-1	-0.6	-0.7	0.3	-0.9
O=C(/C=C/c1ccccc1)N1CCN(CC(O)COc2ccccc2)CC1 (centres undefined)
    -8	5	2.5	-1.0	-0.8	4	2	-1.2	-0.1	-0.9	-0.1
CCN1CCN(C(c2cc3cc4c(cc3[nH]c2=O)OCO4)c2nnnn2C(C)(C)CC)CC1 (centres undefined)
    -1	5	1.3	-1.0	-0.4	-135	1	-1.4	0.9	-4.5	0.8
CN1CCN(S(=O)(=O)c2ccc(Oc3ccc(F)c(Cl)c3)nc2)CC1
    -6	-1	-3.9	-2.3	-1.0	4	0	-1.8	0.1	-0.4	0.0
CC1(C)CC(=O)C(C=NCCCN2CCOCC2)=C(O)C1
    5	-2	-0.7	-0.6	-1.7	-1	-4	-1.5	-0.9	-0.3	-0.7
COCCNC(=O)C1CCCN(Cc2ccc(Cl)cc2)CC1 (centres undefined)
    2	1	-5.0	0.1	-2.2	7	-1	-1.0	1.1	-0.5	/
CCOC(=O)/C(C#N)=C\C1=C(N2CCCC2)CC(C)(CC)OC1 (centres undefined)
    1	-4	-1.2	-1.9	-0.7	-5	1	-0.7	0.2	1.0	-0.1
Cc1cnc(NC(=O)COc2ccccc2)s1
    5	2	12*	-0.2	1.1	0	2	-0.3	2.4	3.2	2.6
C[C@@H]1CN([C@@H](C)CO)S(=O)(=O)c2ccc(-c3cccc(C#N)c3)cc2O[C@@H]1CN(C)C(=O)c1ccc(F)cc1
    -8	0	1.3	-0.2	-2.6	-1	-1	-1.0	-1.7	-4.5	0.1
COc1ccc(NC(=O)CCCC2CCCCC2)cc1S(=O)(=O)N1CCCCC1
    4	3	-0.2	-1.8	-1.2	-6	-4	-1.5	-0.3	3.6	-0.9
O=C(Nc1ccccc1)OCCNC(=O)c1ccccc1
    1	-4	-0.7	-0.7	-1.7	0	0	-1.0	-0.1	-1.1	-0.1
Cc1ccc2nc(C(C)O)[nH]c2c1 (centres undefined)
    -2	-5	0.4	-0.1	-2.2	-1	0	-0.4	-0.6	2.0	0.1
CCCC(C)C(=O)OCC(=O)NCc1ccc(OC)c(OC)c1 (centres undefined)
    -1	0	-0.6	0.1	0.3	-9	-2	-1.1	0.5	1.2	0.6
COc1ccccc1CNc1nc(C)c(C(=O)N(C)C)s1
    -3	2	0.6	0.0	-1.1	-3	1	-1.0	0.2	-0.7	0.6
COc1cc(C(=O)NC2=NCCS2)cc(OC)c1OC
    6	-5	0.4	2.1	0.7	-3	-2	-1.1	0.4	-1.6	-0.8
O=C(C[n+]1cc(-c2ccc(F)cc2)n2c1CCC2)c1cccs1
    -37	2	0.5	-0.5	0.6	-8	-1	-1.4	0.1	5.0	6.7*
Cn1c(NC(=O)c2cccs2)cc(=O)n(C)c1=O
    3	-6	0.1	-0.1	0.5	8	-5	-1.4	-0.5	-0.6	0.5
O=C(CCC(=O)c1ccccc1)NC1CCCN(Cc2ccccc2F)C1 (centres undefined)
    5	0	-2.7	-1.0	1.3	0	-2	-1.6	-0.2	-0.1	2.5
Cc1ccc(C(=O)NCCc2nnc(SCC(=O)Nc3nc(-c4ccccc4)cs3)n2C)cc1
    -4	5	-0.5	0.2	0.6	4	3	-1.1	1.1	1.6	-2.2
COc1ccc(CC(C#N)(CO)c2nc3ccccc3[nH]2)cc1 (centres undefined)
    -20	4	-1.7	-0.9	-1.8	-4	-1	-1.3	0.1	1.1	-0.2
CC1(C)CC(=O)c2c(O)cc(OCC(=O)N3CCN(c4ccccc4)CC3)cc2O1
    -4	-3	0.4	-0.2	-2.3	-4	2	-1.2	0.3	0.5	0.6
CC(C)c1ccc(N(CCc2ccccn2)C(=O)C(C)(C)C)cc1
    1	3	0.7	-0.3	-1.9	-3	4	-2.4	0.3	-1.2	-0.6
O=C(O)c1cc([N+](=O)[O-])ccc1NCc1ccccc1Cl
    -34	-3	3.2	-1.2	0.0	-9	2	-0.6	0.4	3.0	-0.6
Cc1cccc(NC(=O)NNC(=O)COc2ccc3ccccc3c2)c1
    -31	1	0.1	-0.7	-0.2	-7	2	-0.4	-0.7	-0.4	0.5
COc1ccc(C2C(C(=O)NC(C)C)c3ccccc3C(=O)N2C)cc1OC (centres undefined)
    6	-8	-0.1	-0.7	-0.2	2	7	-1.3	0.1	-0.7	0.7
COc1ccc(CNC(=O)Cn2cncn2)cc1OC
    -4	-4	-2.8	-0.6	3.1	-5	-2	-1.4	0.2	0.6	0.2
O=[N+]([O-])c1cccc(-n2cc3ccc([N+](=O)[O-])cc3n2)c1
    4	7	3.6	-0.8	0.2	-7	1	-1.4	-0.8	1.4	0.4
COc1ccc(-n2cnc3scc(-c4ccc(OC)c(OC)c4)c3c2=O)cc1
    -9	-1	2.4	-0.1	-1.3	-7	-1	-1.1	-0.2	0.8	-1.0
Cc1c(NS(=O)(=O)c2cc(C(=O)NC(C)c3ccccc3)ccc2Cl)c(=O)n(-c2ccccc2)n1C (centres undefined)
    -7	3	3.2	0.1	1.6	-10	-2	0.1	-1.0	-0.9	0.1

Following part.
Screens in order – sPLA2-III inh	NR1D1 modulator	hgDAF12 agonist	PG9 Ab binder	hcDAF-12 act	PLCb3 inh	SMARCA2 act	ssDAF12 agonist	DAX1 inh-1	GAA850 FXN act	DAX1 inh-2
Cc1cccc(S(=O)(=O)N2CCN(Cc3ccc4c(c3)OCO4)CC2)c1
    -3	4	0.9	-3.0	-0.4	-7	-3	0.1	0.1	-0.8	0.2
O=C(Nc1ccc(S(=O)(=O)Nc2ncccn2)cc1)c1ccccc1Br
    1	2	-0.4	0.1	-1.0	-3	0	-1.4	0.5	2.8	-0.2
O=C1CCc2cc(S(=O)(=O)N3CCN(c4cccc(Cl)c4)CC3)ccc2N1
    8	-2	-1.6	-0.2	-2.2	1	0	-1.6	1.7	0.7	-0.8
Cc1cccc(OCC(=O)N/N=C\c2cc3c(cc2[N+](=O)[O-])OCO3)c1C
    -11	-1	0.8	-0.1	-2.2	-4	-2	-1.5	-0.5	0.3	-0.8
CCOc1ccc(C(C(=O)NCCC(C)C)N(CCO)C(=O)c2snc(C(N)=O)c2N)cc1 (centres undefined)
    13	-2	-3.6	3.0	-2.4	-79	-3	-1.0	-0.3	-0.4	2.7
CN(c1ccccc1)S(=O)(=O)c1cccc(NS(=O)(=O)c2ccc(/C=C/C(=O)O)cc2)c1
    -5	-4	-2.7	-0.6	-0.1	-4	-1	-1.2	-0.1	0.4	0.2
O=C(CSc1nnc2n1CCCCC2)NCc1ccccc1
    -4	3	-1.0	-0.8	0.8	4	-1	-1.1	0.7	-1.5	0.9
Cc1ccccc1-c1nc(CS(=O)(=O)CC(=O)NCCCN2CCCC2)c(C)o1
    5	5	-4.9	1.7	-0.4	1	-1	-0.7	1.1	3.4	0.1
